BoNT-A LC inh2: BoNT A light chain protease inhibition. multiplex microsphere protease substrate cleavage, flow cytometry. inhibition, % at 10 µM. 0.17% of 360,000 active; also: plate controls were buffer without enzyme for full effect and enzyme alone for no effect
GDH-TPI inh: GDH-TPI coupled enzyme inhibition counter-screen; 1.2% of 360,000 active; GDH-TPI coupled enzyme counterscreen, NADH absorbance; AID 588335; inhibition, % at 4.8 µM; in the data active = inhibition above about 30%;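 also: 0% = DMSO wells and 100% = wells lacking the enzyme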
Anthrax LF inh2: inhibitors of Bacillus anthracis lethal factor protease. P15917. multiplex microsphere protease cleavage assay, LF. inhibition, % at 10 µM. 0.12% of 360,000 active. AID 588501; also: plate controls were buffer without enzyme for full effect and enzyme alone for no effect
Target sequence (P15917 whole entry, looked up): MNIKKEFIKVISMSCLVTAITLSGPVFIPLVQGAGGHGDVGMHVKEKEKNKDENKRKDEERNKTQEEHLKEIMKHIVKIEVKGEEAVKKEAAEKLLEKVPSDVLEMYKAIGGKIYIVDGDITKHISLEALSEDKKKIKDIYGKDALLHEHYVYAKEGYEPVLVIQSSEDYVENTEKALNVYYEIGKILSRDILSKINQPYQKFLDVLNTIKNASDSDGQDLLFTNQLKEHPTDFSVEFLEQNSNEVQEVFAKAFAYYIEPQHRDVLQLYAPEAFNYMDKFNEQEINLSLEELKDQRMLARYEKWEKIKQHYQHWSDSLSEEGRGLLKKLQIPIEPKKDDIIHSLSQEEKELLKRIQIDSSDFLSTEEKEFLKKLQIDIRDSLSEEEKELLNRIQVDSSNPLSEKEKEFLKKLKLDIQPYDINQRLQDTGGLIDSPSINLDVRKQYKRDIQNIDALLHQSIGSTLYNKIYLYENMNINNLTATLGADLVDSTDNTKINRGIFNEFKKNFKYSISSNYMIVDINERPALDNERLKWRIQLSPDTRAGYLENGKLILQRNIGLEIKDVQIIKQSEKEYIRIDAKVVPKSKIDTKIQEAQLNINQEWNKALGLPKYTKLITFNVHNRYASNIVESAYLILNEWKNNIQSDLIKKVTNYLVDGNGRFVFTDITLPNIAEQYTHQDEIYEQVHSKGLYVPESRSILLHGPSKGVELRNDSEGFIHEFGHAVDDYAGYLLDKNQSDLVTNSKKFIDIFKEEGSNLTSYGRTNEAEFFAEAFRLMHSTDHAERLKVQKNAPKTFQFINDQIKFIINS
BoNT-F LC inh: blocks Botulinum neurotoxin F light chain protease; AID 588497; Multiplex microsphere protease cleavage assay, flow cytometry; inhibition, % at 10 µM; 0.22% of 360,000 active; in the data active = inhibition above about 35%, passing the limit was not always enough; inconclusive = no clear call, values can overlap the other calls; also: plate controls were buffer without enzyme for full effect and enzyme alone for no effect
FadD28 binding: blocks FadD28 binding to the bisubstrate probe; 0.22% of 360,000 active; AID 588549; fluorescence polarization; inhibition, % at 12.5 µM; in the data active = inhibition above about 8.5%, passing the limit was not always enough; inconclusive = no clear call, values can overlap the other calls
Mtb BioA inh: BioA (M. tuberculosis) enzyme inhibition | 0.096% of 360,000 active | inhibition, % at 9.99 µM | purified M. tuberculosis BioA enzyme, plate reader; in the data active = inhibition above about 40%; inconclusive = no clear call, values can overlap the other calls
PfHsp40 rescue: rescue of PfHsp40-mediated yeast toxicity; S. cerevisiae expressing PfHsp40, growth rescue, ATP luminescence; growth rescue, % at 12.5 µM; 0.68% of 340,000 active; in the data active = growth rescue above about 28%, passing the limit was not always enough; inconclusive = no clear call, values can overlap the other calls;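 also: yeast W303a lacking pdr1 and pdr3 grown in galactose medium; growth measured after three days at 30 °C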
Mtb UGM inh: blocks M. tuberculosis UGM enzyme | P9WIQ1 | purified UGM, fluorescence polarization probe displacement | inhibition, % at 10 µM | 0.06% of 320,000 active | AID 504406; in the data active = inhibition above about 10%, passing the limit was not always enough; inconclusive = no clear call, values can overlap the other calls
Mtb FBA inh: Mtb fructose-bisphosphate aldolase inhibition | P9WQA3 | purified M. tuberculosis FBA, fluorescence read-out | inhibition, % at 1 µM | 2.3% of 360,000 active; in the data active = inhibition above about 27%;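 also: 0% = vehicle and 100% = reference inhibitor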
Target sequence (P9WQA3 whole entry, looked up): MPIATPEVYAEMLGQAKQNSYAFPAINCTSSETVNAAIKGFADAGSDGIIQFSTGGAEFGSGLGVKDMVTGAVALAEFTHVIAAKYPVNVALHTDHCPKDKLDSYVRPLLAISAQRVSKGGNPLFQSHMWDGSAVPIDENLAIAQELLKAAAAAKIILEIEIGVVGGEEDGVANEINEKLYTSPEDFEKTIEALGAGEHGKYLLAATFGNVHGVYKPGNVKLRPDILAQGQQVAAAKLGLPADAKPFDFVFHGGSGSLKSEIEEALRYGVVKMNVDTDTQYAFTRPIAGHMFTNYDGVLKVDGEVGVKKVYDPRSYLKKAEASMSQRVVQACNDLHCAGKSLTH
* = called active by the depositor; ? = inconclusive; . = not tested or not shown; & = joins results of further samples. Rule as the data show it, unless noted: active = inhibition above about 30%; inconclusive = no clear call, values can overlap the other calls; inactive = below that.

SMILES | BoNT-A LC inh2 | GDH-TPI inh | Anthrax LF inh2 | BoNT-F LC inh | FadD28 binding | Mtb BioA inh | PfHsp40 rescue | Mtb UGM inh | Mtb FBA inh
CC(C)OC(=O)N(C)C[C@@H]1OCc2cnnn2CCCC(=O)N([C@H](C)CO)C[C@H]1C | -0.1 | -9.3 | -1.9 | -4.8 | 0.4 | 0.5&0.7&-0.6 | . | . | 1.7
CC(C)(C)c1ccc(/C=N/n2cnnc2)cc1 | -0.5 | 7.4 | -5.8 | -1.8 | -3.0 | . | 0.5 | -2.8 | -2.9
O=[N+]([O-])c1ccc(N2CCN(S(=O)(=O)c3ccccc3)CC2)cc1NCCN1CCOCC1 | 0.1 | 27.9 | -2.1 | -20.6 | -1.1 | 0.1 | 0.8 | 4.0 | -10.2
C[C@H](CO)N1C[C@H](C)[C@@H](CN(C)S(=O)(=O)c2cn(C)cn2)Oc2c(NC(=O)Nc3ccc(C(F)(F)F)cc3)cccc2C1=O | -0.7 | 6.7 | -3.2 | 0.5 | -2.7 | 1.2&0.4 | 22.7 | 0.7 | 1.8
COc1cccc(/C=C/C(=O)OCC(=O)NC2CCCCCCC2)c1 | -0.2 | 3.4 | -0.2 | -0.1 | -0.2 | 6.4 | -0.2 | 0.0 | 24.1
CC1CCCCC1NS(=O)(=O)c1ccc2c(c1)CCC(=O)N2 (configuration not stated) | 0.0 | 2.1 | -5.3 | 1.1 | 0.4 | . | -1.1 | -0.7 | 1.5
COc1ccc(C(=O)C2CCCN(C(=O)c3cccnc3OC)C2)c(C)c1 (configuration not stated) | 0.1 | 17.1 | 5.0 | 5.1 | -1.4 | . | -0.3 | 0.9 | 3.5
COc1ccc(N(Cc2cc3ccc(C)cc3[nH]c2=O)C(=O)C2CCCO2)cc1 (configuration not stated) | -0.8 | 0.0 | -12.1 | -9.2 | -3.9 | . | -0.2 | -2.2 | 1.2
CCc1ccc(/C=N/NC(=O)Cc2ccc(OC)c(OC)c2)s1 | -0.9 | 19.6 | 2.3 | -9.2 | -2.9 | 0.2 | -0.2 | -1.3 | -0.9
Cc1ccc2[nH]c(SCC(=O)N3CCOCC3)nc2c1C | -0.2 | 13.1 | -0.6 | -3.6 | 0.2 | 0.8 | -1.8 | ? | 2.1
CCOC(=O)CNC(=O)CNC(=O)c1nn(-c2ccc(OC)c(OC)c2)c(=O)c2ccccc12 | -0.6 | -1.3 | 7.6 | 23.9 | 0.0 | -1.5 | -0.3 | 2.1 | 0.1
Cn1c(=O)n(C)c2cc(/C=N/NC(=O)c3cc4cc(Br)ccc4o3)ccc21 | -0.4 | 19.3 | 1.4 | -6.1 | -2.7 | . | -0.3 | 0.2 | 2.8
O=C(Nc1ccn(CCCNCC2CCCCC2)c(=O)n1)OCc1ccccc1 | -0.7 | 9.0 | -2.0 | -3.4 | -1.3 | -1.4 | . | . | -2.6
O=C(CSc1nnc(Cc2ccccc2)o1)Nc1ccc2c(c1)OCO2 | -0.4 | 13.8 | -9.8 | 3.0 | -1.1 | . | 2.6 | -0.1 | 0.4
CCCCCN(C(=O)CCC(=O)OCC(=O)c1ccc(C(C)(C)C)cc1)c1c(N)n(CCCC)c(=O)[nH]c1=O | 0.2 | -5.3 | 1.8 | -0.3 | 0.5 | . | -0.3 | -5.3 | -0.1
COCCN(C(=O)CCC(=O)Nc1nccs1)C(C(=O)NC(C)(C)C)c1ccc(Cl)cc1 (configuration not stated) | -1.0 | 3.2 | 8.3 | 7.0 | -1.1 | . | 0.6 | 1.6 | 2.4
Cc1cc(OCCCn2ccnc2)cc(C(C)C)c1 | 1.0 | 0.0 | -1.8 | -7.7 | -1.8 | -1.4 | 0.2 | 0.8 | 1.1
CC(C)c1cc(C(=O)N/N=C/c2cccnc2)cs1 | 0.2 | 10.1 | -1.2 | -2.3 | -1.0 | . | 0.2 | -1.2 | -1.7
O=C(CCC(=O)c1ccc(Br)cc1)Nc1cccnc1 | -1.0 | 5.0 | 2.1 | -2.0 | 0.3 | . | -0.2 | -1.8 | 3.5
CCN(CC(=O)Nc1c(F)cccc1F)C(=O)CNC(=O)c1sc2ccccc2c1Cl | -2.7 | 1.8 | -3.6 | 0.5 | -2.4 | 0.7 | 0.7 | 0.4 | -0.6
CC(C(=O)c1c[nH]c2ccccc12)N1CCSCC1 (configuration not stated) | 0.5 | 3.8 | 0.7 | -1.5 | -1.4 | -1.9 | -0.2 | -0.7 | 2.0
CCN(CC)CC(=O)N(CC(=O)Nc1c(C)cc(C)cc1C)C1CCCCC1 | . | 10.4 | . | . | -1.5 | 1.8 | 0.7 | -0.5 | 5.1
O=C(Nc1ccc(Oc2ccccc2)cc1)c1csc(COCCO)n1 | -0.1 | 3.5 | 5.1 | -1.4 | -1.9 | 1.0 | . | . | -0.3
CCOC(=O)Cc1cnc(NC(=O)CSc2nc(N)cc(=O)[nH]2)s1 | -1.1 | 1.9 | 1.5 | 0.7 | 0.2 | . | 2.1 | -0.4 | 2.4
COC(=O)C1=C(C)N(Cc2ccccc2)C(=NCCCCO)N[C@H]1c1cccc(C(F)(F)F)c1 | -0.1 | 3.4 | -0.3 | -1.6 | -2.1 | 0.2 | -1.2 | 0.6 | -2.1
Cc1cc(C2=CC(=O)C[C@H](c3ccc(F)cc3)C2)ccc1F | -0.3 | 6.2 | -3.8 | -0.3 | -4.3 | 1.1 | . | . | 0.6
O=C(Cc1cccs1)OCC(=O)c1ccco1 | -0.3 | 7.8 | 7.9 | -3.2 | -3.5 | -0.9 | 0.8 | 1.9 | 0.2
OC(COc1ccc(Cl)cc1)CN1C2=NCCCN2c2ccccc21 (configuration not stated) | -0.3 | 9.1 | -2.4 | 1.7 | 0.0 | 5.4 | 0.5 | 3.8 | 1.9
CC1(C)CC(C)(O)N(Cc2ccccc2)C(=S)N1 (configuration not stated) | -0.3 | 1.1 | -1.8 | 1.7 | -0.4 | 7.6 | -1.2 | -0.1 | -2.2
O=C(O)c1cccc(NC(=O)c2ccccc2NC(=O)c2ccco2)c1 | 0.2 | 1.0 | 7.0 | -4.5 | -3.8 | -1.0 | -0.6 | 2.4 | -0.8
Cc1ccc(C(=O)N/C(=C\c2sccc2C)C(=O)NCc2ccncc2)cc1 | 0.5 | 12.5 | -2.5 | -1.7 | -1.9 | . | -2.6 | . | 0.3
COc1ccc(C2=Nn3c(nnc3C(F)(F)F)SC2)cc1 | -0.8 | 8.8 | -10.3 | -25.1 | 2.8 | -1.4 | -0.7 | 0.0 | 1.0
COc1ccc(C2NC(=O)NC(C)=C2C(=O)OCc2ccc3c(c2)OCO3)cc1OC (configuration not stated) | 0.6 | 15.7 | -4.1 | 1.5 | -0.2 | 7.2 | -0.6 | -2.4 | 3.0
Cc1[nH]n(-c2ccccc2)c(=O)c1/C=C1/C=c2ccccc2=N1 | 0.6 | 6.1 | 4.6 | -2.4 | 0.3 | . | 0.7 | . | -10.4
COc1ccc(NC(=O)Cc2c(Cl)cccc2Cl)cn1 | -0.7 | -7.1 | -1.1 | -1.8 | -5.6 | . | -1.1 | 2.1 | -0.2
O=C(COc1ccc(Cl)cc1)Nc1ccc2c(c1)C(=O)NC2=O | 0.5 | 6.2 | 0.6 | 8.1 | -0.6 | -5.6 | -1.2 | -0.1 | 1.8
CCOc1ccc(S(=O)(=O)NC2CC2)cc1C(N)=O | -0.4 | -2.5 | 4.6 | 1.9 | -0.3 | . | 0.5 | -0.4 | 1.5
Cc1cc(Nc2ccc(C(=O)O)cc2)n2nc(C)nc2n1 | -0.3 | 2.0 | -0.8 | -2.6 | -4.3 | 1.0 | 1.1 | -0.3 | -3.3
COc1cccc(-n2ccnc2SCC(=O)NCc2ccccc2)c1 | 0.6 | 6.8 | 0.5 | -3.0 | -1.2 | -0.2 | 0.5 | 1.9 | 0.5
O=C(CN1CCN(c2ccccn2)CC1)NC1CCCCC1 | -0.6 | 1.5 | -2.3 | -12.0 | -0.4 | 1.5 | 0.4 | 0.2 | 2.5
Cn1c(C(=O)N/N=C/c2ccccc2)cc2ccccc21 | -1.0 | 28.2 | -0.2 | -20.1 | -6.1 | -1.6 | -0.6 | -1.4 | -2.0
O=C(/C=C/c1cccc([N+](=O)[O-])c1)NCc1ccco1 | -0.6 | 8.1 | -0.6 | -8.6 | 0.5 | 1.0 | -1.2 | -1.8 | -2.9
C=CCSC1=C(C#N)C(c2ccccc2OC)CC(=O)N1 (configuration not stated) | 0.0 | 12.7 | 0.3 | -1.4 | -2.0 | -3.5 | -0.9 | -0.9 | 3.8
NC(=O)c1cc2cc(Cl)ccc2oc1=O | 0.0 | 9.3 | -5.2 | -2.7 | -0.6 | 1.3 | 0.1 | 0.8 | 3.0
Cc1ccc(-n2c(CNc3ccc(C)c(Cl)c3)n[nH]c2=S)cc1 | 0.1 | -3.2 | -1.2 | -1.8 | -0.1 | 0.9 | -0.7 | 0.4 | 3.7
O=C(CN1CC(c2ccccc2)CC1=O)Nc1ccccc1 (configuration not stated) | -0.5 | -4.0 | 1.0 | -5.2 | 1.1 | -0.6 | -0.8 | 1.8 | 1.0
Cc1cccc(C)c1C(O)c1ncc(-c2ccc(F)cc2)[nH]1 (configuration not stated) | 0.0 | 3.5 | -1.6 | -2.1 | -1.1 | -0.5 | . | . | 5.4
O=C(Nc1ccc2c(c1)OCO2)C1Cc2c(-c3ccc(Cl)cc3)ccnc2O1 (configuration not stated) | -0.7 | 0.0 | -9.8 | -13.5 | -2.5 | -0.5 | . | . | -0.1

Record cards, as listed above. Order of screens: BoNT-A LC inh2	GDH-TPI inh	Anthrax LF inh2	BoNT-F LC inh	FadD28 binding	Mtb BioA inh	PfHsp40 rescue	Mtb UGM inh	Mtb FBA inh
Cn1c(C(=O)N/N=C/c2ccccc2)cc2ccccc21 reads -1.0	28.2	-0.2	-20.1	-6.1	-1.6	-0.6	-1.4	-2.0
Cc1cc(Nc2ccc(C(=O)O)cc2)n2nc(C)nc2n1 reads -0.3	2.0	-0.8	-2.6	-4.3	1.0	1.1	-0.3	-3.3

Next section:
SMILES | BoNT-A LC inh2 | GDH-TPI inh | Anthrax LF inh2 | BoNT-F LC inh | FadD28 binding | Mtb BioA inh | PfHsp40 rescue | Mtb UGM inh | Mtb FBA inh
Cc1cc(-c2cc(C)c(N)c(C)c2)cc(C)c1N | 0.5 | -3.5 | -3.2 | -9.9 | -1.0 | -1.5 | -0.3 | . | -1.1
CCc1cccc2c(C(=O)CSc3nncn3-c3ccccc3OC)c[nH]c12 | -1.1 | 12.2 | 2.7 | -12.8 | -1.7 | -0.2 | -0.4 | -2.9 | 2.3
CC1(C)S[C@@H]2[C@H](NC(=O)C(C(=O)O)c3ccccc3)C(=O)N2[C@H]1C(=O)O (some centres not stated) | -0.5 | 6.7 | 5.5 | -1.8 | -3.5 | 0.4 | 3.6 | . | -0.4
COc1cc(C(=O)NC2CCN(Cc3ccccc3)CC2)cc(Cl)c1OC | -6.2 | 7.0 | -1.9 | -13.5 | -1.7 | -0.4 | 0.9 | 3.3 | 2.6
CCc1c(C(=O)N/N=C/c2ccc(OCc3ccc(F)cc3)c(OC)c2)nnn1-c1nonc1N | 0.4 | 1.5 | -7.2 | 3.5 | -0.5 | -2.4 | 1.9 | -0.2 | 4.6
CCN1CCN(C(=O)C2CCCN(S(=O)(=O)c3cccc4nsnc34)C2)CC1 (configuration not stated) | 0.1 | 8.2 | -0.4 | 4.7 | -0.1 | -1.6 | -0.6 | -0.6 | -0.9
CCOC(=O)c1ccc(NC(=O)c2nc[nH]c2C(=O)N[C@@H](CCCCNC(=O)OC(C)(C)C)C(=O)OC(C)(C)C)cc1 | 0.2 | 13.0 | -5.1 | -2.9 | -6.1 | -0.7 | 4.0 | 0.3 | -1.7
CN(c1ccc(C(=O)N2CCCCC2)cc1)S(C)(=O)=O | -1.5 | 8.8 | -12.6 | -7.2 | -2.4 | -1.9 | -1.7 | 0.5 | 0.3

Filtered by structure: the entries above with two or more sulfur atoms.
SMILES | BoNT-A LC inh2 | GDH-TPI inh | Anthrax LF inh2 | BoNT-F LC inh | FadD28 binding | Mtb BioA inh | PfHsp40 rescue | Mtb UGM inh | Mtb FBA inh
CCOC(=O)Cc1cnc(NC(=O)CSc2nc(N)cc(=O)[nH]2)s1 | -1.1 | 1.9 | 1.5 | 0.7 | 0.2 | . | 2.1 | -0.4 | 2.4
CCN1CCN(C(=O)C2CCCN(S(=O)(=O)c3cccc4nsnc34)C2)CC1 (configuration not stated) | 0.1 | 8.2 | -0.4 | 4.7 | -0.1 | -1.6 | -0.6 | -0.6 | -0.9

Screens: PubChem BioAssay, several laboratories
